# High-throughput results from PubChem.
# LGR2 inh – blocks bursicon-induced cAMP signaling via Drosophila LGR2 | HEK293 LGR2, CRE-luciferase, bursicon-stimulated, 4 h | inhibition, % at 9.99 µM | hit rate 0.35% among 380,000;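 active = drop in luminescence signal, shown as inhibition above about 50% in the replicate tests, limit read from the data, passing the limit was not always enough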;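 also: agonist challenge used bursicon conditioned medium at about half maximal strength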
# PGC1a acetyl inh – lowers PGC1a acetylation signal in U2OS cells | AlphaScreen anti-acetyl-lysine; with virally co-expressed GCN5 acetyltransferase | inhibition, % at 15.6 µM | hit rate 0.17% among 350,000 | AID 651687;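 active = every replicate shows inhibition of at least 40%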;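 also: 0% = neutral control wells and 100% = positive control wells; some results beyond the cut were filed as inactive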
# PglD DTNB – blocks C. jejuni PglD acetyltransferase activity. AID 602405. purified PglD enzyme, DTNB colorimetric CoA detection. inhibition, % at 12.5 µM. hit rate 0.098% among 360,000; in the data active = inhibition above about 16%, passing the limit was not always enough; also: strong numbers were not always called active
# ARNT-TACC3 inh – disruptors of human ARNT/TACC3 interaction | Q9Y6A5 | inhibition, % at 9.99 µM | AlphaScreen His-ARNT PAS-B/GST-TACC3 binding, luminescence; TACC3 fragment carries E629A point mutation | hit rate 0.66% among 390,000;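 active = mean inhibition of replicates at least 50% and at least half of replicates each reaching 50%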;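 also: 0% = complete ARNT plus TACC3 wells and 100% = ARNT alone without TACC3; many hits fall short of the cut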
# PAX8 inh HTS – inhibitors of PAX8 transcriptional activity in RMG-I cells | RMG-I TPO-luciferase reporter, SteadyGlo, 24 h | inhibition, % at 12.6 µM | hit rate 1.2% among 360,000;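 active = mean replicate inhibition at least 60% with every replicate also reaching 60%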;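 also: luciferase light reporting Pax8 driven TPO promoter activity; plate controls were median of neutral control wells for no effect and mitoxantrone controls for full effect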
# C2C12 statin – protects C2C12 myotubes from simvastatin toxicity | hit rate 0.78% among 330,000 | ATP luminescence, 48 h; scaled: DMSO 0, geranylgeraniol control 100 | rescue of ATP level, % at 7.49 µM;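 active = mean ATP rescue above about 67%, or every replicate alone reaching that limit, limit read from the data, passing the limit was not always enough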;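 also: myotubes were challenged with 10 µM simvastatin during compound exposure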
# Cneo AK release – causes C. neoformans cell lysis; adenylate kinase release luminescence, 4 h; normalised: neutral wells 0, clomiphene wells 100; lysis activity, % at 15 µM; hit rate 0.2% among 360,000; AID 651654;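 active = mean lysis activity across replicates of at least 80%, whatever share of replicates individually reach that level; inactive = mean lysis activity below 80%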
#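 Signal: Adenylate kinase release luminescence | Assay system: Log-phase Cryptococcus neoformans yeast cells | Input: Cells at 5 × 10^6 per mL | Buffer or medium: Fresh YPD growth medium | Compound: Single dose | Schedule: Static 4 h at 37 °C with compound, 1 h detection | Controls: Clomiphene | Read-out: Luminescence rise reflecting yeast cell lysis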
# INS-1E GSIS act – GLuc luminescence reporter in INS-1E cells, primary screen for activators of glucose-dependent secretion of insulin; INS-1E GLuc reporter insulin secretion, 2-3 h; activation, % at 16.6 µM; hit rate 0.61% among 370,000;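 active = lowest replicate activation of at least 40%, so every replicate reaches that level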;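 also: 0% = median of neutral control wells and 100% = median of IBMX positive control wells; some compounds called inactive have numbers as strong as hits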
# An asterisk follows results filed as active; x = no result given; & = joins results of further samples.
SMILES,LGR2 inh,PGC1a acetyl inh,PglD DTNB,ARNT-TACC3 inh,PAX8 inh HTS,C2C12 statin,Cneo AK release,INS-1E GSIS act
COc1ccc2[nH]c3c(c(=O)c2c1)CCCC3,-5,32,1,x,-7,-8,0,16
CCS(=O)(=O)Nc1cccc(C2=NN(S(=O)(=O)c3ccccc3)C(c3ccco3)C2)c1 (configuration not stated),0,-8,x,0,-10,x,x,-14
C[C@H]1CN([C@@H](C)CO)C(=O)Cc2cc(NC(=O)CCN3CCOCC3)ccc2O[C@@H]1CN(C)S(=O)(=O)c1ccc(F)cc1,5,3,6,-4,3,-14,-1,6
O=C(O)C1CCCCC1C(=O)Nc1ccc(F)c(F)c1 (configuration not stated),8,x,x,8,-13,-3,x,-18
CCCN1C(=O)/C(=C/c2ccc(C)o2)SC1=Nc1ccc(OCC)cc1,-11,-9,2,-23,x,x,5,14
CN(C)CC#Cc1ccc([C@H]2[C@@H](CO)N3CCCCN(C(=O)C4CCC4)C[C@H]23)cc1,-7,1,2,-6,-1,30,1,14
CCOC(=O)c1c(S(=O)(=O)NCC(=O)Nc2ccc(C)cc2)c(C)n(C)c1C,-9,-3,3,-4,-18,-1,0,-3
CCOC(=O)c1ccc(NS(=O)(=O)c2c(C)nc3sccn3c2=O)cc1,-25,1,-1,0,3,-11,-1,-5
COCCn1c(SCC(=O)Nc2cc(C)on2)nc2c(c1=O)SC(C)C2 (configuration not stated),13,-11,x,-6,2,x,x,5
C[C@@H]1CN([C@H](C)CO)C(=O)c2cc(NC(=O)NC3CCCCC3)ccc2O[C@@H](C)CCCCO[C@@H]1CN(C)C(=O)c1ccccc1,16,1,3,3,-27,26,0,-31
CN(C)S(=O)(=O)n1cc(/C=C(\NC(=O)c2ccccc2)C(=O)N2CCCC2)c2ccccc21,-11,-10,-5,-1,-3,2,-10,-26
COc1cc(NC(=O)[C@@H]2O[C@H](CO)[C@@H](O)[C@H]2O)cc(OC)c1OC,-12,2,-8,x,-5,-1,4,4
Cc1ccc(N/C=C/C(=O)c2ccccc2)cc1Br,-73,1,3,8,-121,2,2,-3
CCCCCC(=O)N1C[C@@H](n2cc(-c3ccc(F)cc3)nn2)[C@H](O)C[C@@H]1c1ccc(Cl)cc1,12,15,-1,x,36,5,-4,-20
CCCOc1ccc(C2c3c(oc4ccccc4c3=O)C(=O)N2CCCN2CCOCC2)cc1 (configuration not stated),x,-10,5,11,x,1,5,x
COc1ccc(OC)c(NC(=O)CN(c2ccc(OC)c(Cl)c2)S(C)(=O)=O)c1,x,-10,5,1,x,7,-2,x
Cc1noc(C)c1C(=O)Nc1nc(-c2ccc(F)c(F)c2)cs1,-6,-1,7,-1,-23,-111,12,-3
Cc1ccc(NC(=O)CN(C)C(=O)C(C)OC(=O)c2ccccc2NCCO)cc1 (configuration not stated),12,x,0,x,10,-1,0,-15
O=C(NCc1nnnn1-c1ccc(Cl)cc1)C(=O)c1c[nH]c2ccccc12,11,2,5,x,19,7,0,-7
Cn1ncc2c(Sc3ccc(Cl)cc3)ncnc21,-29,x,5,0,-28,-2,-4,26
CS(=O)(=O)N1CCC(C(=O)Nc2c(F)cccc2F)CC1,x,1,-2,-4,x,1,-2,x
Cc1ccc([N+](=O)[O-])cc1NC(=O)C(C)N1CCCCC1 (configuration not stated),-12,x,x,-5,7,x,x,9
Cc1noc(C)c1C(=O)OCC(=O)Nc1cccc(F)c1,1,5,11,x,-8,-1,6,3
O=C(CN1C(=O)NC2(CCCCC2)C1=O)Nc1ccccc1N1CCCCC1,x,-12,-3,-5,-10,0,-1,x
CCOc1ccc(NC(=O)CN(C)C(=O)c2cn(-c3ccc(C)cc3)nc2-c2cccc(OC)c2)cc1OCC,-5,x,4,x,19,-2,-6,-15

# More compounds:
SMILES,LGR2 inh,PGC1a acetyl inh,PglD DTNB,ARNT-TACC3 inh,PAX8 inh HTS,C2C12 statin,Cneo AK release,INS-1E GSIS act
C[C@H](CO)N1C[C@H](C)[C@@H](CN(C)S(=O)(=O)c2cn(C)cn2)OCc2cn(nn2)CCCC1=O,7,13&-1,-3&-3,-4,4&33,-5&2,0&53,9&-9
Cc1nn(CC(=O)N2CCCCCC2)c(=O)c2cc3occc3n12,13,2,0,-8,-3,8,-1,6
O=C(Nc1ccccc1)[C@@H]1CC=C[C@@H]2CCN(Cc3ccc(Cl)c(Cl)c3)C(=O)[C@@H]21,x,x,0,-1,11,27,1,x
Cc1cc(C)cc(CC(=O)N2CCC2(C)C(=O)NS(=O)(=O)c2ccc(C#N)cc2)c1 (configuration not stated),1,9,6,x,-9,10,1,-3
O=C(C[C@H]1C[C@@H]2c3cc(NS(=O)(=O)c4ccc(F)cc4)ccc3O[C@@H]2[C@H](CO)O1)NCc1ccccc1,-12,4,-4,-5,7,9,-2,-1
Cc1nn(-c2ccccc2)c(C)c1/C=N/NC(=O)c1cc(-c2cccc3ccccc23)n[nH]1,-15,7,1,x,3,-22,3,20
CC(C)NC(=O)NC(=O)COC(=O)CCOc1ccccc1,x,5,1,-8,-11,-2,-13,x
CCOC(=O)c1ccc(NC(=O)CCSCCc2ccccn2)cc1,10,x,5,-4,15,-4,0,-9
C[C@@H]1CCCCO[C@@H](CN(C)Cc2ccc(C(=O)O)cc2)[C@H](C)CN([C@@H](C)CO)C(=O)c2cc(NC(=O)Nc3ccc(C(F)(F)F)cc3)ccc2O1,5,-6,0,5,-17,x,0,-5
CCS(=O)(=O)NCC[C@@H]1CC[C@H](NC(=O)Cc2ccccn2)[C@@H](CO)O1,-7,6,3,-2,-9,12,-3,14
O=C1NC(=Nc2ccccc2Cl)S/C1=C\c1cccc([N+](=O)[O-])c1,3,x,-2,-15,-12,32,-3,-37
Cc1ccc(CC(NC(=O)C2CCCCC2)C(=O)O)cc1 (configuration not stated),-6,-4,-3,-4,-10,12,0,-5
Cc1cc(C)c2sc(NC(=O)C3=COCCO3)nc2c1,-103,-1,-2,-3,-200,8,-29,3
COc1cc(NS(=O)(=O)c2ccc(NC(=O)c3ccc(S(=O)(=O)N4CCCCC4)cc3)cc2)ncn1,2,3,x,-13,-6,x,x,16
CC(NC(=O)c1cc(S(=O)(=O)N(C)C)ccc1Cl)C1CC2CCC1C2 (configuration not stated),-5,x,6,-12,9,-17,-1,-5
Cc1ccccc1C(=O)Nc1c2c(nn1C(C)(C)C)CS(=O)(=O)C2,-9,0,-1,1,-2,-1,-2,12
CNC(=O)N(c1ccccc1)c1ccccc1,x,-6,-5,2,x,-1,3,x
C=C1CC[C@@H]2[C@](C)(CO)[C@H](O)CC[C@@]2(C)[C@@H]1/C=C/C1=CCOC1=O,0,2,-1,-2,8,-5,0,-5
CN1CCN(C(=S)c2cn(Cc3ccccc3F)c3ccccc23)CC1,11,x,4,15,-6,-2,3,-14
COc1ccccc1NC(=O)C(=O)NCC1COc2ccccc2O1 (configuration not stated),-24,-12,0,-1,x,-13,0,-9
Cc1ccc(NC(=O)CCCNC(=O)c2ccc(Cl)cc2)cc1S(=O)(=O)N1CCCCC1,-2,-9,5,1,13,7,-3,-24
Cc1ccc(OCC(=O)Nc2ccccc2F)cc1C,-95,x,x,-5,2,x,x,8
CN1C(C(=O)NCc2cccc(C(F)(F)F)c2)CC2Cn3c(nc4cc(Cl)c(Cl)cc43)C21 (configuration not stated),5,x,-2,2,-7,4,3,-33
Cc1ccsc1C1C2=C(CCCC2=O)Nc2ncnn21 (configuration not stated),x,3,0,-3,16,-2,5,x
CCC(=O)Nc1ccc2nc(C3CC3)n(Cc3ccc(C(C)(C)C)cc3)c(=O)c2c1,-63,-4,2,-4,-102,-13,1,-24

# Following part
SMILES,LGR2 inh,PGC1a acetyl inh,PglD DTNB,ARNT-TACC3 inh,PAX8 inh HTS,C2C12 statin,Cneo AK release,INS-1E GSIS act
CCOC(=O)Nc1ccc(S(=O)(=O)N2CCC(C)CC2)cc1,-7,-5,-3,1,0,1,-1,-2
COc1cccc(CN2CCC(n3nccc3NC(=O)CCCc3ccccc3)CC2)c1O,-2,x,0,4,12,34,0,2
CC1CC(C)CN(S(=O)(=O)c2ccc3c(c2)NC(=O)C(C)C(=O)N3)C1 (configuration not stated),-15,x,3,0,0,0,-4,3
COC(=O)[C@@]12CCCCN1[C@H](c1ccc(-c3ccc(OC)cc3)cc1)[C@H]1C(=O)N(C)C(=O)[C@H]12,3,x,0,-5,17,-8,-2,-1
O=C1C=CC(c2ccccc2)(c2ccccc2)CC1,27,5,-1,-2,5,-3,-11,x
O=C(N[C@H]1CC[C@H](CCNS(=O)(=O)Cc2ccccc2)O[C@H]1CO)c1ccc2c(c1)OCO2,5,3,-4,-13,6,3,53,13
C[C@H](CO)N1C[C@H](C)[C@H](CN(C)S(=O)(=O)c2ccc(F)cc2)Oc2ncccc2C1=O,-4,1,0,-11,-16,20,1,21
C[C@H](CO)N1C[C@H](C)[C@H](CN(C)Cc2ccc(O)cc2)OCc2ccccc2-c2ccccc2C1=O,-3,1,-1,0,x,-7,-2,5
CC1(C(=O)NS(=O)(=O)c2cccc(F)c2)CCN1C(=O)C1CCCCC1 (configuration not stated),-9,1,-4,x,1,4,2,17
Cc1cc(F)ccc1S(=O)(=O)N1CCCOC1CNC(=O)C(=O)NCCN1CCOCC1 (configuration not stated),12,-3,4,-3,3,-4,-1,19
NC(=O)COC(=O)CSc1cccc2cccc(Cl)c12,7,x,x,-2,1,x,x,10
CC(=O)Nc1ccc(C(=O)OCc2ccc(Cl)c(Cl)c2)cc1,-4,x,x,-8,-19,x,x,-22
C[C@H](CO)N1C[C@H](C)[C@H](CN(C)C(=O)c2ccccn2)Oc2cc(C#Cc3ccc(F)cc3)ccc2S1(=O)=O,-10&36,-15&-6&-10,-9&0&3,-2&2,0,-6&18&18,-1&-1&-2,-19&-18
O=c1cc(C(O)C[N+](=O)[O-])occ1OCc1ccccc1 (configuration not stated),5,18,-7,x,-22,x,2,9
CCN(CC)C(=O)C1CCCN(C(=O)c2cc(COc3cccc(OC)c3)on2)C1 (configuration not stated),-10,5,-5,-1,-19,x,2,8
C[C@@H]1CN([C@H](C)CO)C(=O)Cc2cc(NC(=O)Nc3cccc4ccccc34)ccc2O[C@H]1CN(C)S(=O)(=O)c1ccccc1,-4,-12,5,x,15,5,-1,11
CN(C)CC#Cc1ccc([C@H]2[C@@H](CO)N3CCCCN(C(=O)Nc4ccccc4F)C[C@@H]23)cc1,1,-5,0,1,0,7,5,-1
C/C(=N\NC(=O)c1ccccc1F)c1cccc(NC(=O)c2ccc(C)cc2)c1,-65,1,3,2,-108,-29,-6,3
CC1CCCC(NC(=O)COC(=O)c2ccc(N(C)C)cc2)C1C (configuration not stated),x,x,-2,1,x,4,-1,x
O=C(O)CC(Cc1ccc(Cl)cc1)C(=O)Nc1cc(Cl)ccc1Cl (configuration not stated),14,-3,-7,-12,8,7,0,-7
N#Cc1ccc(CN2CCN(C(=O)C3CC(=O)N(c4ccc5c(c4)OCCO5)C3)CC2)cc1 (configuration not stated),-13,0,7,x,14,20,-1,-7
O=C(COc1cccc(NC(=O)c2ccco2)c1)c1ccc(F)cc1,x,-7,3,0,x,x,0,x

# 3 successive compounds from above:
SMILES,LGR2 inh,PGC1a acetyl inh,PglD DTNB,ARNT-TACC3 inh,PAX8 inh HTS,C2C12 statin,Cneo AK release,INS-1E GSIS act
CC1CC(C)CN(S(=O)(=O)c2ccc3c(c2)NC(=O)C(C)C(=O)N3)C1 (configuration not stated),-15,x,3,0,0,0,-4,3
COC(=O)[C@@]12CCCCN1[C@H](c1ccc(-c3ccc(OC)cc3)cc1)[C@H]1C(=O)N(C)C(=O)[C@H]12,3,x,0,-5,17,-8,-2,-1
O=C1C=CC(c2ccccc2)(c2ccccc2)CC1,27,5,-1,-2,5,-3,-11,x
